tim10-1 inh = growth inhibitors of tim10-1 mutant yeast; AID 463190; S. cerevisiae tim10-1 ts strain growth, BacTiter-Glo, 24 h; 2.2% of 330,000 active; inhibition, % at 20 µM;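 active means inhibition of at least 40%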;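 further: mutant grown at 25 °C; 0% = DMSO wells with yeast and 100% = wells holding no yeast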
MIN6 prolif = induces beta-cell replication in MIN6 cells | MIN6 cells proliferation, ATPlite luminescence, 48 h; cells starved in 0.2% serum; 100% = growth in 10% serum | AID 2380 | 0.29% of 330,000 active | proliferation, % at 10 µM;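 active means compounds whose signal lies at least 3.5 SD above the mean of all wells on their plate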;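 further: 0% = DMSO-treated cells in low-serum medium and 100% = 10% serum control; some compounds called inactive have numbers as strong as hits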
tim23-1 inh = tim23-1 yeast growth inhibition. S. cerevisiae tim23-1 growth, BacTiter-Glo luminescence, 24 h. inhibition, % at 20 µM. 1.3% of 330,000 active. AID 463212;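 active means growth inhibition of the mutant yeast at or above 50%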;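 further: temperature-sensitive mutant grown at 25 °C; plate controls were DMSO-treated mutant yeast for no effect and medium wells lacking yeast for full effect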
GRIN3A LBD mod = modulates the human NR3A ligand-binding domain. 2.5% of 340,000 active. NR3A LBD differential scanning fluorimetry, Tm shift; 0% = protein alone, 100% = glycine-bound protein. AID 1259313. Tm shift relative to glycine control, % at 25 µM;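 active means melting temperature shift of at least 10% of the positive control shift, at one fixed dose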
APJ agonist = activates the human apelin receptor APJ; CHO-K1 APJ PathHunter beta-arrestin, luminescence; 0% DMSO wells, 100% apelin; P35414; AID 2520; activation, % at 20 µM; 0.11% of 330,000 active;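 active means activation more than six SD over the plate average, tested at 20 µM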;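 further: 0% = DMSO alone and 100% = apelin-13 at 10 nM; some results filed as inactive read as strong as hits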
Target sequence (P35414 whole entry, looked up): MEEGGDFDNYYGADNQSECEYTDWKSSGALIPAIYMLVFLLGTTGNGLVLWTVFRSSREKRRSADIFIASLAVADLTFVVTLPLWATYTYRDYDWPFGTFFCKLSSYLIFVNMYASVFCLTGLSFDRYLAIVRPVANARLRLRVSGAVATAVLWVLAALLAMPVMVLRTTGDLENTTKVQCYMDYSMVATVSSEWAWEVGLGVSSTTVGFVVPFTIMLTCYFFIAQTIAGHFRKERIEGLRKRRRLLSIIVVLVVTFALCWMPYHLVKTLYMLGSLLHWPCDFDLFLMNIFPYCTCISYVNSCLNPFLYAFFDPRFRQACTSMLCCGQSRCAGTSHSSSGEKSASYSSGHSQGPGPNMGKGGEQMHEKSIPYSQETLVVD
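system = engineered CHO-K1 APJ arrestin reporter cells | input = 1000 cells per well | timing = overnight seeding, 90 min compound at 25 °C, 1 h detection | measured by = enzyme-fragment complementation luminescence | read-out = beta-arrestin recruitment to APJ as agonist activity, luminescent signal | control set = negative DMSO alone, positive Apelin-13 at 10 nM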
NLRP3 yeast inh = blocks the NALP3 inflammasome reconstituted in yeast; AID 2825; Yeast reconstituted NLRP3/ASC/caspase-1, beta-gal luminescence, 24 h; inhibition, % at 10 µM; 0.39% of 330,000 active;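 active means inhibition of 50% or more; inactive means inhibition below 50%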;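 further: plate controls were induced DMSO wells for no effect and uninduced yeast grown without galactose for full effect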
TIM10 inh = growth inhibitors of TIM10 yeast strain; inhibition, % at 10 µM; S. cerevisiae TIM10 strain growth, BacTiter-Glo luminescence, 24 h; 1.4% of 330,000 active;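 active means inhibition of 40% or more at the single tested concentration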;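 further: wild-type TIM10 isogenic control strain grown at permissive 25 °C; 0% = DMSO yeast wells and 100% = minimal medium wells without yeast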
APJ antag = APJ receptor antagonism; 0.32% of 330,000 active; inhibition, % at 20 µM; CHO-K1 APJ beta-arrestin complementation, luminescence; P35414;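 active means inhibition above about 40% at 20 µM, limit read from the data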;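 further: cells challenged with 10 nM apelin-13 agonist together with compound; plate controls were apelin-13 plus DMSO wells for no effect and DMSO wells lacking apelin-13 for full effect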
MPTP inh = inhibitors of mitochondrial permeability transition pore. inhibition, % at 10 µM. AID 602449. 1.4% of 360,000 active. isolated mouse mitochondria, Ca2+ swelling absorbance, 30 min;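 active means inhibition of 50% or more, scaled per plate between neutral and stimulator controls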;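 further: 0% = DMSO wells given calcium and 100% = 1 mM EGTA wells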
Numbers without * were called inactive; & = joins results of further samples.

Compound	tim10-1 inh	MIN6 prolif	tim23-1 inh	GRIN3A LBD mod	APJ agonist	NLRP3 yeast inh	TIM10 inh	APJ antag	MPTP inh
O=C(O)c1cccc2c1C(=O)N(c1ccccc1)C2	32	-2	24	-7	0	7	6	2	-0.8
Cc1c(C(=O)Nc2ccccc2)cnn1-c1ccccc1	-3	-1	7	2	3	48	1	-11	2.7
COn1c(-c2ccccc2)nc2c1CCc1nonc1-2	0	-2	-6	6	-1	23	-10	-14	-0.9
O=C(CSc1nc2ccc(Cl)cc2[nH]1)Nc1ccc2c(c1)CCC2	21	-2	4	21*	0	13	5	-5	34
COCCN1C(=O)N[C@@H](c2ccccc2)[C@H](C(=O)OC)[C@H]1C	9	0	0	2	3	12	-1	-33	-1.7
O=C(c1ccc(NC2=NC3CS(=O)(=O)CC3S2)cc1)N(CCO)Cc1ccccc1 (centres undefined)	6	1	-10	0	7	11	-3	-13	0.8
CCOC(=O)CNC(=O)CSc1nnc(-c2ccccc2OC)n1CC	4	2	0	0	-2	20	5	0	-4.8
Cn1c(CCc2ccccc2)nnc1SCC(=O)N1CCOCC1	9	-2	-4	0	0	1	1	-8	1.1
COc1ccc(-c2sc3ccc(N4CCOCC4)cc3c2C#CC(C)(C)O)cc1	7	-5	3	-7	4	6	0	-2	0.8
CN(C)S(=O)(=O)c1ccc(Cl)c(-c2nnc3n2CCCCC3)c1	16	-3	14	-1	0	2	-1	-8	-1.3
Cc1nc2ccccn2c1C(=O)CSc1ccccc1	-4	2	9	-5	-4	13	0	12	0.6
COc1ccc(NC(=S)N2CCCC(CO)C2)c(OC)c1 (centres undefined)	-9	4	12	1	0	12	4	-5	-1.0
COc1ccc(C)cc1S(=O)(=O)NC(C)c1cnn(-c2ccccn2)c1C (centres undefined)	18	1	22	1	-1	3	12	-12	0.5
O=[N+]([O-])c1ccc(C=Nc2cccc3ccccc23)s1	77*	-5	79*	7	1	23	14	-57	0.0
Cc1ccc(S(=O)(=O)CCN2CCC(O)(c3ccccc3)CC2)cc1	26	-1	14	0	1	14	-4	-3	-1.4
CNC(=O)C(=O)Nc1ccc(C)cc1C	-1	-1	1	-2	-2	-4	7	-5	1.4
CC(=O)c1cc(Cl)ccc1OCC(=O)Nc1cccc(S(=O)(=O)N2CCCC2)c1	6	2	-9	-4	5	-9	3	-8	1.3
CC(=O)Nc1ccccc1C(=O)C(=O)Nc1ccc(F)c(Cl)c1	16	-2	27	2	1	8	14	1	1.7
Cc1ccsc1/C=N/N1CCN(c2ccccn2)CC1	-24	1	-51	-1	4	36	-82	-2	2.6
CCOC(=O)c1cc(S(=O)(=O)NCC2CCN(Cc3cccc(C)c3)CC2)cn1C	-7	-3	-7	-3	-2	9	13	8	-0.8

Some values from the results shown.
`COCCN1C(=O)N[C@@H](c2ccccc2)[C@H](C(=O)OC)[C@H]1C` in APJ agonist = 3
`CN(C)S(=O)(=O)c1ccc(Cl)c(-c2nnc3n2CCCCC3)c1` in tim23-1 inh = 14
`O=[N+]([O-])c1ccc(C=Nc2cccc3ccccc23)s1` in TIM10 inh = 14

Next compounds
Compound	tim10-1 inh	MIN6 prolif	tim23-1 inh	GRIN3A LBD mod	APJ agonist	NLRP3 yeast inh	TIM10 inh	APJ antag	MPTP inh
COc1ccc2c(c1)[nH]c1c(=O)n(CCCn3ccnc3)cnc12	13	0	17	-2	-3	3	-2	-20	-2.5
CCC(CC)NC(=O)c1cccc([N+](=O)[O-])c1C	3	1	17	-1	1	12	3	12	0.1
O=C(c1cc(-c2ccc(Cl)cc2)on1)N1CCOCC1	15	-1	14	-2	-1	2	0	0	0.7
COc1ccc(-c2cc(C(=O)Nc3ccc(OC)cc3OC)no2)cc1	-5	-4	-2	0	-1	-11	-16	3	0.8
Cc1ccc(-n2c(SCC(N)=O)nnc2-c2ccco2)cc1	-17	-1	-10	0	-2	-3	2	13	0.0
NC(=O)C[C@@H]1N[C@]2(C(=O)Nc3ccccc32)[C@@H]2C(=O)N(c3cc(C(F)(F)F)ccc3Cl)C(=O)[C@H]12	14	2	1	-1	-2	17	16	9	0.2
Cc1ccsc1-c1nc(CSCC(=O)N2CCN(c3ccccc3)CC2)c(C)o1	11	-5	26	-2	0	22	-2	9	1.0
Cc1cccc(OCCC(=O)Nc2c(C)n(C)n(-c3ccccc3)c2=O)c1	6	-1	17	3	-1	12	6	12	-2.5
O=C(NC1CCCCCCC1)c1ccc(CNc2c(N3CCOCC3)c(=O)c2=O)cc1	15	3	-3	-1	-3	11	3	-14	-2.1
Cc1ccc(OCCn2cc(/C=C/C(=O)O)c3ccccc32)cc1	-1	-2	12	0	-2	-8	13	5	0.6
Cc1ccc(-n2c(SCC(=O)Nc3ccc4c(c3)OCO4)nnc2-c2cccs2)cc1	-9	0	-22	1	-4	12	5	11	-8.3
COc1ccc(NC(=O)c2ccco2)cc1NC(=O)c1cccc(OC(C)C)c1	14	0	12	3	3	6	-2	-6	1.6
O=C(CN1CCN(S(=O)(=O)c2ccccc2)CC1)NC1CC1	-20	7	-6	0	4	6	4	-38	-0.9
Fc1ccc(-[n+]2nc(Nc3ccccc3)sc2-c2ccc(OCc3ccccc3)cc2)cc1	12	-8	20	-2	-7	17	3	19	0.9
COc1ccc(-c2cc(C(=O)NC3=NCCS3)c3ccccc3n2)cc1OC	12	-4	16	-3	0	-13	18	3	-0.5
N/C(=N\OC(=O)c1ccccc1Br)c1ccc([N+](=O)[O-])cc1	27	-4	15	11*	3	18	26	-71	0.2
CCc1cccc(CC)c1NC(=O)COC(=O)c1cccc(-c2ccc(OC(C)=O)cc2)c1	29	0	-13	2	-2	9	-14	-5	2.0
O=C1c2cccc([N+](=O)[O-])c2C(=O)N1CCO	11	-2	2	0	1	2	-12	9	-0.6
CCCCCOC(=O)C1[C@H]2C(=O)N(c3ccccc3CC)C[C@]23C=C[C@H]1O3 (some centres undefined)	7	-5	3	1	-3	2	-2	1	0.3
CCOc1ccc(C(=O)CCC(=O)N2CCC(C(=O)OC)CC2)cc1	8	7	12	0	-1	29	-1	7	0.0

The results go on.
Below each SMILES: tim10-1 inh | MIN6 prolif | tim23-1 inh | GRIN3A LBD mod | APJ agonist | NLRP3 yeast inh | TIM10 inh | APJ antag | MPTP inh
O=C(Cc1ccccc1)Nc1ccccc1C(=O)O
→ 2 | 1 | 4 | -1 | -5 | 2 | 6 | 15 | 0.6
COc1ccccc1NC(=O)Nc1nc(CC(=O)NCc2ccccn2)cs1
→ 7 | -1 | 4 | 4 | 8 | -11 | 1 | 16 | 0.6
CSC1=NC2(C[C@H]2c2ccccc2)C(=O)N1C (some centres undefined)
→ -14 | -1 | 3 | 1 | -3 | -4 | -8 | 0 | 0.3
CC1SCC(=O)N(CC(=O)NCc2ccccc2)C1=O (centres undefined)
→ 3 | -4 | 13 | -1 | 0 | -12 | 13 | -4 | 0.6
Cc1ccc(SCC(=O)OCC(=O)NCc2cccs2)cc1
→ -13 | 1 | 6 | -3 | -1 | 22 | -1 | 18 | 0.3
COc1ccc(NC(=O)c2ccc(CNc3c(NC4CCCCC4)c(=O)c3=O)cc2)c(OC)c1
→ 5 | 0 | 10 | -1&-4 | 0 | 6 | 0 | -12 | 0.4&-0.9
COc1ccccc1NC(=O)CN(c1ccc([N+](=O)[O-])cc1)S(=O)(=O)c1ccccc1
→ 26 | 0 | 29 | -1 | -1 | 21 | 20 | -11 | 0.5
Cc1nc(NC(=O)c2ccccc2)sc1C1(C)CC(c2c(Cl)cccc2Cl)=NO1 (centres undefined)
→ 23 | -7 | 27 | -30 | 5 | 12 | 11 | -28 | -1.9
COc1cccc(-c2nc(CSCC(=O)NCC3CCCO3)c(C)o2)c1 (centres undefined)
→ 14 | 2 | 19 | 0 | -4 | 12 | -3 | 13 | 1.0
COc1ccc(C(=O)n2nc(C)c(Br)c2C)cc1
→ 8 | 4 | 22 | 3 | 6 | 33 | -2 | 2 | -3.8
COc1ccc(S(=O)(=O)N2CCC(C(=O)N3CCCCC3)CC2)cc1OC
→ 2 | -2 | 6 | 0 | 0 | 9 | -2 | 17 | 1.1
CCOC(=O)[C@H]1[C@H]2COc3ccc(OC)cc3[C@@H]2N2C(=O)c3cc(OC)c(OC)cc3NC(=O)[C@@]12C
→ -11 | -5 | 5 | 1 | -2 | 3 | -4 | 0 | -1.3
COc1ccc(OC)c(/C=N/NC(=O)c2cc3c(OC)c(OC)ccc3[nH]2)c1
→ 6 | 0 | 0 | -8 | 6 | 16 | 12 | -6 | 3.1
CS(=O)(=O)Nc1cccc(C(=O)OCCCOc2ccc(F)cc2)c1
→ 13 | -4 | 19 | -7 | -2 | 8 | -10 | 10 | 1.8
Cc1ccc(C(=O)Nc2ccccc2-c2ccccc2)cc1[N+](=O)[O-]
→ 27 | 2 | 34 | 4 | 1 | 16 | 14 | 6 | -0.1
O=c1c2ccccc2cnn1-c1ccc(Cl)nn1
→ 9 | -1 | -5 | -1 | -3 | 11 | 14 | 14 | 0.0
Cc1ccc(C(=O)CCc2ccc(N)cc2)cc1
→ 13 | -3 | 25 | 2 | -4 | 31 | 31 | 11 | 1.1
O=c1[nH]cnc2c1c(-c1ccccc1)cn2-c1cccc(Cl)c1
→ 46* | -3 | 60* | -13 | -3 | -30 | 25 | 5 | -0.1
N#CCCN(CCC#N)C(=O)C1c2ccccc2Oc2ccccc21
→ 3 | 2 | 17 | 0 | -1 | 15 | 6 | 10 | -0.3
Clc1ccc(Cl)c(Oc2ccc(Oc3nc(Cl)ccc3Cl)cc2)n1
→ 10 | -3 | 10 | 2 | -8 | -1 | -4 | 26 | 15

Reformatted: results already given.
COc1ccc2c(c1)[nH]c1c(=O)n(CCCn3ccnc3)cnc12
- tim10-1 inh = 13
- MIN6 prolif = 0
- tim23-1 inh = 17
- GRIN3A LBD mod = -2
- APJ agonist = -3
- NLRP3 yeast inh = 3
- TIM10 inh = -2
- APJ antag = -20
- MPTP inh = -2.5

CCC(CC)NC(=O)c1cccc([N+](=O)[O-])c1C
- tim10-1 inh = 3
- MIN6 prolif = 1
- tim23-1 inh = 17
- GRIN3A LBD mod = -1
- APJ agonist = 1
- NLRP3 yeast inh = 12
- TIM10 inh = 3
- APJ antag = 12
- MPTP inh = 0.1

Fetched one by one from the entries so far:
Below each SMILES: tim10-1 inh | MIN6 prolif | tim23-1 inh | GRIN3A LBD mod | APJ agonist | NLRP3 yeast inh | TIM10 inh | APJ antag | MPTP inh
O=C(Cc1ccccc1)Nc1ccccc1C(=O)O
→ 2 | 1 | 4 | -1 | -5 | 2 | 6 | 15 | 0.6
Cc1ccc(S(=O)(=O)CCN2CCC(O)(c3ccccc3)CC2)cc1
→ 26 | -1 | 14 | 0 | 1 | 14 | -4 | -3 | -1.4

Next part.
Below each SMILES: tim10-1 inh | MIN6 prolif | tim23-1 inh | GRIN3A LBD mod | APJ agonist | NLRP3 yeast inh | TIM10 inh | APJ antag | MPTP inh
Cc1ccccc1NC(=O)NCCc1ccc(Cl)cc1
→ 9 | -4 | -2 | 0 | -3 | 21 | 14 | -9 | 6.3
CSCCC(NS(=O)(=O)c1ccccc1)C(=O)OC(C)C(=O)Nc1ccc(Cl)cn1 (centres undefined)
→ 2 | 1 | 15 | 2 | 1 | 8 | -1 | 5 | 1.8
O=C(O)c1ccc(N2C(=O)c3cccc(Oc4ccc(Cl)cc4)c3C2=O)cc1
→ 15 | 0 | 8 | -2 | -1 | 0 | 12 | -1 | 4.2
CCOC(=O)c1cccc(NC(=O)Cn2nc(C)n3cccc3c2=O)c1
→ -5 | -1 | -10 | -3 | 3 | 20 | -7 | -29 | -0.1

Screens as filed in PubChem BioAssay.
